# Screening data from PubChem BioAssay.
# p53ts 39C kill = cytotoxicity in p53ts cells at nonpermissive temperature. Potency, µM (titrated, usually from 46.1 µM), for the others: top-dose activity change, negative = cell killing, most hits filed as cytotoxic. 130,000 compounds, 1.5% hits. AID 902. H1299-p53A138V viability at 39C, ATP luminescence, 24 h; note: nearly all actives have a fitted effect of over 55% in size
# IkB signaling = suppresses IkB signaling in ABC-DLBCL reporter cells; ABC-DLBCL IkBa-CBG/CBR dual luciferase ratio, 4 h; response scale: scaled: untreated 0%, proteasome inhibitor 100%; Potency, µM (titrated, usually from 57.1 µM), for inactives: at the highest dose IkBa stabilization activation; 110,000 compounds, 0.04% hits; AID 445; active = well fitted curve in the direction sought with a large enough effect in the signal ratio, not every such curve was filed as active; inconclusive = small, poorly fitted or top-dose-only effect, or a change in a side signal; the % refers to the signal ratio;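 note: the direction sought is a rising ratio; 0% = basal untreated cells and 100% = reference inhibitor full response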
#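 In this assay, an IκBα–CBG68 fusion accumulates when IKK-driven degradation is blocked; native CBR normalizes for cell number. OCI-Ly3 cells were treated 4 h with compound and doxycycline, then green and red light read after Chroma-Glo addition.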
# Peg3 imprint = inducers of genomic imprint erasure in mouse ES cells | mouse ES Peg3-LacZ reporter, beta-gal luminescence, 40 h | Potency, µM (doses to about 60.7 µM), for the others: top-dose activity change, positive = activation, usual class: activators | 110,000 compounds, 0.02% hits | AID 1948;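 note: 0% = negative control wells on the plate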
#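 Imprint erasure is scored as LacZ activity from the silenced maternal Peg3 allele in feeder-free female ES cells cultured 40 h with LIF. Luminescence is normalized to in-plate negative controls and fitted to the Hill equation.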
# p53ts 32C kill = kills p53ts cells at the permissive temperature; H1299-p53A138V at 32C, ATP luminescence viability, 24 h; 130,000 compounds, 0.93% hits; Potency, µM (top dose mostly 46.1 µM), without a hit: at the top dose activity change, negative = cytotoxicity, usual class: cytotoxic;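 note: 0% = DMSO and -100% = full killing by reference compound; nearly all actives have a fitted effect of over 55% in size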
#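 Cells: H1299 p53ts (A138V), 600/well, pre-incubated 16–30 h at 37C. Cpd up to 46 uM, 24 h, 32C. Readout: ATPlite luminescence, 20 min RT. Normalization: DMSO vs tamoxifen 100 uM. AC50 by Hill equation.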
# * = called active by the depositor; u = inconclusive; x = not tested or not shown; [ ] = remark or other dose. Unless noted, calls come from the whole dose curve; as a rule, active = well fitted curve in the direction sought with a large enough effect; inconclusive = small, poorly fitted or top-dose-only effect, or another doubt; inactive = no such curve, though single readings can be large; an effect the other way counts as inactive or inconclusive. Unless noted, % is set by controls: 0 for no effect and ±100 for the full control effect; potency is the fitted concentration of half-maximal effect.
# Results follow in this order: p53ts 39C kill | IkB signaling | Peg3 imprint | p53ts 32C kill
Cn1cc(Br)c(C(=O)N2CCN(c3cccc(Cl)c3)CC2)n1
    14.7% | x | x | -2.0%
COc1ccc(Cl)cc1NC(=O)C1CCCO1 (stereo not drawn)
    -0.5% | -0.7% | -4.5% | -5.1%
CCS(=O)(=O)c1nc2ccccc2n1CC(=O)N1CCOCC1
    17.8% | 0.3% | -2.9% | 14.3%
Cc1cc(OCc2ccc(C(=O)n3cccn3)o2)ccc1Cl
    7.7% | x | x | u
O=C(CSc1nc(-c2ccco2)cc(C(F)(F)F)n1)Nc1ccc(C(=O)N2CCOCC2)cc1
    1.8% | x | x | 7.7%
Cc1cn2c(=O)c(S(=O)(=O)NC(C)c3ccccc3)c(C)nc2s1 (stereo not drawn)
    -12.8% | -1.6% | -10.4%[10.9 µM] | 6.4%
O=C(Cn1c(CN2CCCCC2)nc2ccccc2c1=O)Nc1ccccc1
    2.5% | 0.5% | -7.5% | 3.0%
CC1=C(C(=O)Nc2ccc(Cl)cc2)C(c2ccco2)NC(=O)N1 (stereo not drawn)
    -4.3% | 2.1% | -4.1% | -4.4%
Cc1cccc(-c2nc(CN3CCCC(C(=O)NC4CCC(C)CC4)C3)c(C)o2)c1 (stereo not drawn)
    -13.4% | -2.7% | -14.6% | -2.2%
CCNC(=O)C1CC(=O)N(c2ccc(OCC)cc2)C1 (stereo not drawn)
    -0.1% | -0.3% | x | -5.3%
CCOc1ccc2[nH]cc(C(=O)N3CCN(CC)CC3)c(=O)c2c1
    3.1% | 1.1% | 1.7% | -2.3%
COc1ccc(-c2noc(CSc3nnc(-c4ccccc4)n3C)n2)cc1
    -26.1% | u | 3.5%[10.9 µM] | -16.4%
COc1ccccc1NC(=O)c1ccc(NS(C)(=O)=O)cc1
    0.3% | 2.8% | -15.5% | -11.6%
Cc1cc(C)c(C#N)c(Nc2ccccc2)n1
    -2.1% | x | x | 4.4%
O=C(NC1(C(F)(F)F)NC(=O)N(Cc2cccnc2)C1=O)c1ccncc1 (stereo not drawn)
    15.8% | 0.2% | 7.4% | -0.2%

# Results follow in this order: p53ts 39C kill | IkB signaling | Peg3 imprint | p53ts 32C kill
CCOC(=O)/C(N=O)=C(\O)C1CCN(C(=O)OCC)CC1
    -5.9% | -0.3% | 8.7% | 7.6%
CCN(CC)S(=O)(=O)c1nnc(NC(=O)COc2cccc(C)c2)s1
    -10.5% | -2.1% | 8.9%[10.9 µM] | 3.7%
CC(=O)Nc1c(C)nn(-c2ccccc2)c1N1CCC(C(=O)Nc2ccc(C)cc2Cl)CC1
    -6.4% | -0.8% | -8.5%[10.9 µM] | 1.6%
C=CCn1c(NCc2c[nH]c3ccccc23)nc2ccccc21
    -24.6% | x | x | -7.6%
Cc1nc2ccccn2c1/C(O)=C1\C(=O)C(=O)N(CCN(C)C)C1c1cccnc1 (stereo not drawn)
    3.2% | -0.7% | -1.0% | 2.6%
CCN1C(=O)c2cccc3c(NC(=O)c4ccc(S(=O)(=O)N(C)C)cc4)ccc1c23
    1.8% | 2.1% | -14.8% | -1.9%
Cc1oc(-c2ccc(Cl)cc2)nc1CN1CCCC(C(=O)NCCc2ccccc2)C1 (stereo not drawn)
    u | u | -12.1%[10.9 µM] | -13.4%
Cc1ccc2c(=O)c(C(=O)c3cccc(Cl)c3)cn(CC(=O)Nc3ccccc3C(F)(F)F)c2n1
    -16.3% | 1.2% | -2.5%[10.9 µM] | 10.6%
Cc1cn(C)c(CC(=O)N2CCN(c3cccc(C(F)(F)F)c3)CC2)c1C(=O)O
    -9.5% | -0.1% | -12.4%[10.9 µM] | 6.8%
O=C(CC1Nc2cccc3cccc(c23)NC1=O)Nc1ccc(F)cc1 (stereo not drawn)
    -12.0% | 6.8% | 4.6%[10.9 µM] | 3.1%
CCOC(=O)c1[nH]c(C)c(C(=O)NCc2ccc(Cl)cc2)c1C
    -9.1% | -1.9% | -10.8% | -3.3%
Nc1c(C(O)(C(F)(F)F)C(F)(F)F)cc(C(O)(C(F)(F)F)C(F)(F)F)c2ccccc12
    2.3% | x | x | -1.0%
O=C1CC(c2ccco2)Cc2nc(N3CCN(Cc4ccc5c(c4)OCO5)CC3)ncc21 (stereo not drawn)
    2.5% | u | -11.9% | 0.1%
Cc1cccc(CS(=O)(=O)c2ncc(Cl)c(C(=O)Nc3nnc(C(C)C)s3)n2)c1
    5.01µM* | 3.7% | -22.8%[10.9 µM] | 15.8µM*
O=C(Cn1ncc2c1-c1ccccc1OC2)Nc1ccc(S(=O)(=O)N2CCCCC2)cc1
    16.8% | u | -16.9% | 27.7%

# As entered above.
# Reading of `Cc1cccc(CS(=O)(=O)c2ncc(Cl)c(C(=O)Nc3nnc(C(C)C)s3)n2)c1` under p53ts 39C kill: 5.01µM*
# Reading of `Cc1nc2ccccn2c1/C(O)=C1\C(=O)C(=O)N(CCN(C)C)C1c1cccnc1` (stereo not drawn) under Peg3 imprint: -1.0%
# Reading of `Cc1oc(-c2ccc(Cl)cc2)nc1CN1CCCC(C(=O)NCCc2ccccc2)C1` (stereo not drawn) under p53ts 32C kill: -13.4%
# Reading of `CCOC(=O)/C(N=O)=C(\O)C1CCN(C(=O)OCC)CC1` under IkB signaling: -0.3%

# More structures
# Results follow in this order: p53ts 39C kill | IkB signaling | Peg3 imprint | p53ts 32C kill
O=C(Cn1cnc2c(cnn2-c2ccc(F)cc2)c1=O)NCCc1ccccc1
    -6.9% | 2.0% | -10.2% | 6.2%
CCC(C)n1c(-c2cccs2)nc2nc3ccccc3nc21 (stereo not drawn)
    -6.3% | -1.2% | -9.2% | 6.9%
COc1ccc(/C=C/c2nc(C#N)c(NCc3ccc(C)cc3)o2)cc1OC
    -24.1% | u | -9.2%[10.9 µM] | 1.3%
COc1cc(C(=O)NCCc2ccc3c(c2)OCCO3)ccc1OCC(=O)N1CCOCC1
    8.0% | u | -7.5% | -4.4%
O=C(COc1ccccc1)Nc1ccc(S(=O)(=O)N2CCOCC2)cc1
    3.0% | x | x | 0.8%
O=C(Cc1ccc(F)cc1)N(c1ccccc1)C1C=CS(=O)(=O)C1 (stereo not drawn)
    -3.0% | -0.3% | -6.1% | 2.5%
CN1CC(=O)N(C)c2ncn(Cc3ccccc3)c2C1=O
    5.2% | -2.9% | 1.1% | -11.2%
CN(C(=O)CSc1nc2ccc(NC(=O)COc3ccccc3Cl)cc2s1)c1ccccc1
    13.8% | u | 11.3%[10.9 µM] | 5.5%
COc1ccc(S(=O)(=O)N2CCN(C)CC2)cc1C
    -0.1% | 1.4% | 2.9% | 4.7%
C=CCOn1c(C)c(C(C)=O)c2c3nonc3ccc21
    27.4% | x | x | 7.0%
CCS(=O)(=O)C(=C1NCCO1)S(=O)(=O)CC
    4.5% | 0.4% | 8.8% | -2.6%
O=C(Nc1ccc2oc(-c3cccnc3)nc2c1)c1ccc(-c2ccccc2OC(F)(F)F)o1
    -13.5% | u | -17.4%[10.9 µM] | -8.4%
CC(C)C(=O)N1CCC(CN=CC2=C(O)CC(C)(C)CC2=O)CC1
    24.9% | x | x | 4.0%
O=C(c1ccc(F)cc1)N1CCc2c([nH]c3ccccc23)C1c1ccc(Cl)cc1 (stereo not drawn)
    3.8% | -2.1% | 6.7%[10.9 µM] | 2.7%
CCC1=C2CC[C@H]3C(=O)N(c4ccccc4)C(=O)[C@H]3[C@H]2[C@@]2(C)C(=O)N(CC(=O)OC)C(=O)N2C1=O
    4.5% | x | 2.5% | 11.2%

# Nothing new here: entries from further up.
# Results follow in this order: p53ts 39C kill | IkB signaling | Peg3 imprint | p53ts 32C kill
CN1CC(=O)N(C)c2ncn(Cc3ccccc3)c2C1=O
    5.2% | -2.9% | 1.1% | -11.2%
CN(C(=O)CSc1nc2ccc(NC(=O)COc3ccccc3Cl)cc2s1)c1ccccc1
    13.8% | u | 11.3%[10.9 µM] | 5.5%

# More entries:
# Results follow in this order: p53ts 39C kill | IkB signaling | Peg3 imprint | p53ts 32C kill
COc1ccc(CC(=O)NCCc2csc3nc(-c4ccccc4F)nn23)cc1
    -9.4% | -1.6% | -6.8%[10.9 µM] | 31.4%[activator]
Cc1ccc(-c2cn(S(=O)(=O)c3cccc4nsnc34)nc2N)cc1
    15.0% | 2.9% | -8.1% | 9.3%
COc1ccc(CNc2cc(C)nc3ncnn23)c(OC)c1
    -12.6% | 0.6% | -17.5% | -1.6%
CC1CCN(C(=O)c2ccc3c(c2)OCCO3)CC1
    -6.6% | -0.5% | -19.4% | -0.5%
CC(C)Oc1ccc(CNC(=O)C2CCN(c3nc4ccccc4nc3C(F)(F)F)CC2)cc1
    -1.2% | 1.5% | -29.3%[10.9 µM] | 3.0%
O=C(CC(c1cccs1)N1Cc2ccccc2C1=O)Nc1ccc(F)c(Cl)c1 (stereo not drawn)
    -12.4% | -0.7% | 7.3%[10.9 µM] | 0.5%
O=C(CSc1n[nH]c(-c2ccncc2)n1)Nc1ccccn1
    25.3% | -0.6% | -10.9% | 16.8%
Cc1ccc(S(=O)(=O)N2CCCN(S(=O)(=O)c3ccc4ccccc4c3)CC2)cc1
    -3.8% | x | x | -5.2%
Cc1cc(NC(=O)CSc2nc3c(c(=O)n2-c2ccccc2)SC(C)C3)no1 (stereo not drawn)
    12.0% | -2.6% | -1.8% | -8.4%
COc1cc2c(cc1NC(=O)COC(=O)/C=C/c1ccccc1)oc1ccccc12
    -10.3% | x | x | u
Cc1cc(/C=C(/C#N)c2cccc(F)c2)c(C)n1-c1cccnc1
    -6.4% | 5.8% | -24.5% | -0.3%
CCn1nc(NC(=O)c2ccncc2)c2cc3cccc(C)c3nc21
    -3.4% | 0.9% | -9.2% | 8.3%
NC(=O)CSc1nnc(-c2cccnc2)n1Cc1ccccc1
    -3.4% | x | x | -8.3%
CCOC(=O)N1CCN(c2nc(N(c3ccccc3)c3ccccc3)nc(-n3ccnc3)n2)CC1
    3.3% | -1.0% | -0.3% | 0.8%
Cn1c(=O)[nH]c(=O)c2c1nc(N1CCCCCC1)n2Cc1cccc2ccccc12
    -3.0% | -0.5% | 6.4% | 7.1%

# Results follow in this order: p53ts 39C kill | IkB signaling | Peg3 imprint | p53ts 32C kill
Cc1cc(-c2ccco2)n(CC(=O)O)n1
    -2.9% | -0.6% | -6.1% | 17.0%
Cn1c(CN2CCOCC2)nc2cc(NC(=O)c3ccc(F)cc3)ccc21
    2.4% | u | -10.5% | -5.7%
O=C1NC(c2ccncc2)Nc2sc3c(c21)CCCC3 (stereo not drawn)
    2.5% | 0.7% | -2.4% | -20.4%
COc1ncc2nc(-c3cc(F)cc(F)c3)c(=O)n(C[C@H]3CCCO3)c2n1
    -7.0% | -0.7%[11.4 µM] | x | -8.3%
Cc1ccc(Nc2nc3c(c(=O)[nH]2)CCCC3)cc1
    -2.4% | x | x | -7.6%
COC(=O)c1ccc(C23CC2(C(NP(=O)(c2ccccc2)c2ccccc2)c2ccccc2)C3)cc1 (stereo not drawn)
    12.6% | x | -25.0% | 32.5%[activator]
O=C(c1ccc(Cl)cc1)c1ccccc1C(=O)N1CCOCC1
    1.6% | 1.7% | -8.3% | -6.3%
COc1cc(CNCc2c(C(=O)O)c(C)n(Cc3cccc(Cl)c3)c2C)cc(OC)c1OC
    -14.9% | -0.6% | -6.6%[10.9 µM] | -2.9%
COc1ccccc1CNC(=O)C(NC(=O)C1CCCCC1)C(C)C (stereo not drawn)
    0.1% | 0.2% | -12.4% | 8.1%
CSc1nnc2c3c4c(sc3nc(-n3nc(C)cc3C)n12)COC(C)(C)C4
    8.4% | 0.5% | -8.3% | 14.3%
O=C(c1csc2ccccc12)N1CCCCCC1
    -4.7% | x | x | -6.2%
c1ccc2c(c1)Cn1nnnc1-2
    -7.0% | 1.6% | 13.7% | 6.0%
CCSc1nc(O)c(CC)c(=O)n1C(C)CC (stereo not drawn)
    2.0% | -1.0% | -8.0% | 1.8%
CCOC(=O)Cc1cc(=O)n2[nH]c(C)cc2n1
    2.5% | -1.9% | -2.3% | -2.8%
CCOc1ccc(OCC)c(NC(=O)c2nnn(Cc3cc(Br)ccc3OC)c2N)c1
    u | 1.0% | 1.5%[10.9 µM] | -6.5%
CCOC(=O)c1sc(Nc2nc3c(OC)cccc3s2)nc1C
    -12.7% | 5.6% | -33.6%[inhibitor] | -23.9%
O=C(C1CCC1)N1CCCc2cc(S(=O)(=O)N3CCN(c4cccc(Cl)c4)CC3)ccc21
    -7.3% | u | -15.4%[10.9 µM] | -2.9%
Cc1ccc(S(=O)(=O)NCCCCCC(=O)NC(C)(C)CO)cc1
    -12.0% | -0.2% | -18.7% | -2.5%
